ssDAF-12 act – S. stercoralis DAF-12 nuclear receptor activators, primary screen, cell-based, luminescence, HEK293, GRIP1 co-expression, lit1-tk-luc. actives 1% (n = 370,000). Nuclear hormone receptor DAF-12 (Strongyloides stercoralis). AID 652126, 2013. HEK293 ssDAF-12/GRIP1 lit1-tk-luc reporter; % of 3 µM dafachronic acid response. activation, % at 6.8 µM;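 active = activation above the mean over all tested compounds plus 3 SD, cut at about 0.9% in these data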;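 note: 0% = DMSO-only wells and 100% = 3 µM delta7-dafachronic acid wells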
GAA850 FXN act – FXN promoter activators, primary screen, cell-based, luciferase luminescence, HEK293 lucGAA850; HEK293 lucGAA850 FXN promoter luciferase reporter, 24 h; percent of 10 µM SAHA response; activation, % at 6 µM; actives 0.56% (n = 360,000); AID 540364, 2011;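 active = activation above the average of all compounds screened plus 3 SD, cutoff fixed separately per campaign, cut at about 7.5% in these data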;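 note: 0% = DMSO wells and 100% = 10 µM SAHA wells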
PLCg1 inh – PLC-gamma1 enzyme inhibitors, primary screen, biochemical, fluorescence, purified enzyme; fluorogenic substrate; AID 720700, 2013; 1-phosphatidylinositol 4,5-bisphosphate phosphodiesterase gamma-1 (Homo sapiens), P19174; inhibition, % at 12.2 µM; actives 0.84% (n = 370,000); in the data active = inhibition above about 9.5%
hgDAF-12 ag – H. glycines DAF-12 receptor agonists, primary screen, cell-based, luminescence, HEK293, GAL4 fusion, UAS-luciferase; AID 687014, 2013; activation, % at 6.8 µM; Nuclear hormone receptor DAF-12 (Heterodera glycines), GAL4 fusion; actives 1.8% (n = 370,000); HEK293 GAL4-hgDAF12 UAS-luciferase reporter, agonist luminescence; normalized to butyrate control;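 active = activation above a cutoff set at the mean of all screened compounds plus 3 SD, cut at about 10% in these data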;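 note: 0% = DMSO wells and 100% = sodium butyrate wells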
hcDAF-12 act – H. contortus DAF-12 nuclear receptor activators, primary screen, cell-based, luminescence, HEK293, lit1-tk-luc reporter | HEK293 hcDAF-12 lit1-tk-luc reporter; 0% DMSO, 100% Δ7-dafachronic acid | activation, % at 6.8 µM | actives 1.4% (n = 370,000) | AID 652067, 2013;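 active = activation above the mean of all tested compounds plus 3 SD, cut at about 5.5% in these data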;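 note: 100% = response to 3 µM Δ7-dafachronic acid high control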
PLC-beta3 inh – human PLC-beta3 inhibitors, primary screen, biochemical, fluorescence; inhibition, % at 12.2 µM; actives 0.18% (n = 370,000); Purified PLC-beta3, fluorogenic substrate; in the data active = inhibition above about 11%;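 note: 0% = median of compound wells on plate and 100% = full blocker control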
Target sequence (Q01970 whole entry, looked up): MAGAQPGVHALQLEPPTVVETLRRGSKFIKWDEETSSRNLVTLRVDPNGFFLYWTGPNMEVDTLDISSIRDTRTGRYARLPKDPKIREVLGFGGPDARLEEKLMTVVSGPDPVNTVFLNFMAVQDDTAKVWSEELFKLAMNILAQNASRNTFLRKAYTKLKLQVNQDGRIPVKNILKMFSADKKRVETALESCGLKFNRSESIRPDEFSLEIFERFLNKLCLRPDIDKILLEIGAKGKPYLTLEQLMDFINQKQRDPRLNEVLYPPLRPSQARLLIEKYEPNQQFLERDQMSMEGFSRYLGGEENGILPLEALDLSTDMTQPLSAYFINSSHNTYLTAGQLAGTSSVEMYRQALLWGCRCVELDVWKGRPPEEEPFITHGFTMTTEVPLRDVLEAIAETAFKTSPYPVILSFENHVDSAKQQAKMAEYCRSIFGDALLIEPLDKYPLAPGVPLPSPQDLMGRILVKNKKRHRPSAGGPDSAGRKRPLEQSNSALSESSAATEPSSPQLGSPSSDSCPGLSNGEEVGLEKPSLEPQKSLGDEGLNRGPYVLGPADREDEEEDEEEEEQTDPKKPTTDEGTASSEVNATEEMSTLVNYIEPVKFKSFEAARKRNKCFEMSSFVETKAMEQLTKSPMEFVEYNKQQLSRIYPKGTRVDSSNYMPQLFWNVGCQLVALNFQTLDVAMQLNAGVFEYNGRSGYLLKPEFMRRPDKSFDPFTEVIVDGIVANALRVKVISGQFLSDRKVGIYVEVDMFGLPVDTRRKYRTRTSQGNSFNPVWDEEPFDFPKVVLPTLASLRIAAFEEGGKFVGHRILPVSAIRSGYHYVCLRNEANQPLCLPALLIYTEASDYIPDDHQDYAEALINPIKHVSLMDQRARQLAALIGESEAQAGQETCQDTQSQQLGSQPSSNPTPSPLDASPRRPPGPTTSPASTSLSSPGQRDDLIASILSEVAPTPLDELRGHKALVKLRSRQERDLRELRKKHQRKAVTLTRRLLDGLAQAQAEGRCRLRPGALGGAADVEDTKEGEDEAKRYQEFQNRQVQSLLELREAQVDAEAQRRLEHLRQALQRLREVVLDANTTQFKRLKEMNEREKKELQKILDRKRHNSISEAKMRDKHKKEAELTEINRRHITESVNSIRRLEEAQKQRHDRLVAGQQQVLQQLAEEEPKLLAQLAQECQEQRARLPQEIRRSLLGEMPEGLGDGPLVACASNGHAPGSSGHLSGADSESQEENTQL
DAX1 inh-1 – DAX1 (NR0B1) inhibitors, primary screen, cell-based, HEK293, Gal4-DAX1, luciferase luminescence. actives 0.99% (n = 340,000). HEK293 Gal4-DAX1 luciferase reporter. Nuclear receptor subfamily 0 group B member 1 (Homo sapiens), P51843. inhibition, % at 6.75 µM. AID 504766, 2011;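 active = inhibition above the mean over all tested compounds plus 3 SD, cut at about 4.2% in these data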;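 note: 0% = DAX1-transfected cells with DMSO and 100% = empty-vector control cells with DMSO; inhibition shows as a rise in luminescence from relieved DAX1 repression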
ADAM17 inh – ADAM17 inhibitors, primary screen, biochemical, QFRET; inhibition, % at 6.95 µM; actives 0.83% (n = 370,000); Disintegrin and metalloproteinase domain-containing protein 17 (Homo sapiens), P78536; recombinant ADAM17, EDANS/DABCYL FRET peptide cleavage;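 active = inhibition above the mean of compounds lying between control limits plus 3 SD, set per campaign, cut at about 8.5% in these data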;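 note: 0% = DMSO-only wells as the low control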
sPLA2-III inh – human group III sPLA2 inhibitors, primary screen, biochemical, QFRET, BODIPY PC-A2 liposome substrate. Group 3 secretory phospholipase A2 (Homo sapiens), Q9NZ20. QFRET BODIPY PC-A2 liposome hydrolysis, fluorescence. inhibition, % at 12.2 µM. actives 0.56% (n = 370,000). AID 743126, 2013;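 active = inhibition above mean plus 3 SD of compounds lying within the high and low control bounds, cut at about 19% in these data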;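 note: 0% = median of test compound wells and 100% = no enzyme DMSO wells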
ADAM10 inh – human ADAM10 inhibitors, primary screen, biochemical, QFRET, HTS; Disintegrin and metalloproteinase domain-containing protein 10 (Homo sapiens), O14672; recombinant ADAM10, EDANS/DABCYL FRET peptide cleavage, 3 h; inhibition, % at 7 µM; actives 0.62% (n = 370,000);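 active = inhibition above a per-campaign cutoff equal to the mean of compounds falling between control-based bounds plus 3 SD, cut at about 20% in these data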;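 note: 0% = DMSO wells while the 100% control is not disclosed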
DAX1 inh-2 – DAX1 (NR0B1) inhibitors on StAR promoter, primary screen, cell-based, luminescence, SF-1 (NR5A1), full-length DAX-1; actives 1.1% (n = 370,000); AID 652010, 2013; inhibition, % at 6.8 µM; HEK293T StAR-luciferase reporter, SF-1/DAX-1 repression relief;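 active = inhibition above the mean over all tested compounds plus 3 SD, cut at about 3.6% in these data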;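 note: 0% = DAX-1 cells with DMSO and 100% = cells lacking DAX-1 with DMSO; higher inhibition means more luminescence from relief of DAX-1 repression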
Active calls of the source: *.

The opening 2 entries, ahead of the listing:
Screening O=S(=O)(/N=C(\c1ccccc1)N1CCOCC1)c1ccc(Cl)cc1 returned ssDAF-12 act -1.6, GAA850 FXN act -1.0, PLCg1 inh 0, hgDAF-12 ag 0.9, hcDAF-12 act -0.9, PLC-beta3 inh 1, DAX1 inh-1 -0.4, ADAM17 inh 3, sPLA2-III inh 3, ADAM10 inh 0 and DAX1 inh-2 0.7.
For COc1ccccc1-n1c(=O)c2c3c(sc2n2c(SC)nnc12)CCC3 the results were ssDAF-12 act -1.0, GAA850 FXN act 1.4, PLCg1 inh 5, hgDAF-12 ag 1.4, hcDAF-12 act -1.8, PLC-beta3 inh 4, DAX1 inh-1 -0.8, ADAM17 inh 4, sPLA2-III inh 4, ADAM10 inh 3 and DAX1 inh-2 -0.6.

The listing, previewed entries included:
Screening O=S(=O)(/N=C(\c1ccccc1)N1CCOCC1)c1ccc(Cl)cc1 returned ssDAF-12 act -1.6, GAA850 FXN act -1.0, PLCg1 inh 0, hgDAF-12 ag 0.9, hcDAF-12 act -0.9, PLC-beta3 inh 1, DAX1 inh-1 -0.4, ADAM17 inh 3, sPLA2-III inh 3, ADAM10 inh 0 and DAX1 inh-2 0.7.
For COc1ccccc1-n1c(=O)c2c3c(sc2n2c(SC)nnc12)CCC3 the results were ssDAF-12 act -1.0, GAA850 FXN act 1.4, PLCg1 inh 5, hgDAF-12 ag 1.4, hcDAF-12 act -1.8, PLC-beta3 inh 4, DAX1 inh-1 -0.8, ADAM17 inh 4, sPLA2-III inh 4, ADAM10 inh 3 and DAX1 inh-2 -0.6.
C[C@H](CO)N1C[C@H](C)[C@@H](CN(C)C(=O)C2CC2)OCc2cnnn2CCCC1=O was read as ssDAF-12 act -0.7, GAA850 FXN act -1.4, PLCg1 inh 2, hgDAF-12 ag -2.4, hcDAF-12 act -0.1, PLC-beta3 inh 2, DAX1 inh-1 1.6, ADAM17 inh -1, sPLA2-III inh 6, ADAM10 inh -3 and DAX1 inh-2 -1.0.
`COc1ccccc1NC(=O)CN(c1ccccc1OC)S(=O)(=O)c1ccccc1` gave ssDAF-12 act -1.1, GAA850 FXN act -0.9, PLCg1 inh 0, hgDAF-12 ag 1.2, hcDAF-12 act -2.4, PLC-beta3 inh -2, DAX1 inh-1 -2.0, ADAM17 inh 0, sPLA2-III inh 0, ADAM10 inh 1 and DAX1 inh-2 -0.4.
`CCC(C(=O)NCCC1=CCCCC1)c1ccccc1` (centres undefined) gave ssDAF-12 act -0.7, GAA850 FXN act 4.9, PLCg1 inh 5, hgDAF-12 ag -2.4, hcDAF-12 act -1.2, PLC-beta3 inh 5, DAX1 inh-1 -1.0, ADAM17 inh 1, sPLA2-III inh -1, ADAM10 inh 0 and DAX1 inh-2 -0.6.
COc1ccc2[nH]c3c(c2c1)CCN1C(=O)N([C@@H](C)C(=O)NCc2ccco2)C(=O)[C@]31C was read as ssDAF-12 act -0.8, GAA850 FXN act -5.6, PLCg1 inh -1, hgDAF-12 ag -1.9, hcDAF-12 act -1.3, PLC-beta3 inh 1, DAX1 inh-1 -1.5, ADAM17 inh -5, sPLA2-III inh -12, ADAM10 inh -16 and DAX1 inh-2 -0.1.
For C/C(=N\NC(=S)NC(C)C)c1ccccc1 the results were ssDAF-12 act -0.8, GAA850 FXN act 1.4, PLCg1 inh -2, hgDAF-12 ag -0.2, hcDAF-12 act -1.2, PLC-beta3 inh 0, DAX1 inh-1 -1.0, ADAM17 inh -2, sPLA2-III inh 11, ADAM10 inh -3 and DAX1 inh-2 -0.8.
`CNC(=S)NNC(=O)COc1ccccc1C` gave ssDAF-12 act -1.7, GAA850 FXN act 0.6, PLCg1 inh 1, hgDAF-12 ag -1.0, hcDAF-12 act -1.5, PLC-beta3 inh 4, DAX1 inh-1 -0.5, ADAM17 inh 0, sPLA2-III inh 13, ADAM10 inh -2 and DAX1 inh-2 -0.1.
Screening O=C1NC(=S)NC1=Cc1ccc(Cl)cc1Cl returned ssDAF-12 act -0.9, GAA850 FXN act -0.1, PLCg1 inh -5, hgDAF-12 ag -0.4, hcDAF-12 act -1.2, PLC-beta3 inh -7, DAX1 inh-1 1.4, ADAM17 inh -3, sPLA2-III inh 6, ADAM10 inh 8 and DAX1 inh-2 -1.3.
Cc1cccc(NC(=O)C2CCCN(S(=O)(=O)c3cccs3)C2)c1C (centres undefined) was read as ssDAF-12 act -0.9, GAA850 FXN act -3.0, PLCg1 inh -1, hgDAF-12 ag -1.0, hcDAF-12 act -1.7, PLC-beta3 inh -8, DAX1 inh-1 -0.8, ADAM17 inh -1, sPLA2-III inh -6, ADAM10 inh 6 and DAX1 inh-2 -0.2.
Cc1ccc(C(=O)O/N=C(\N)Cc2cccs2)cc1[N+](=O)[O-] was read as ssDAF-12 act -0.3, GAA850 FXN act -0.1, PLCg1 inh 1, hgDAF-12 ag 7.8, hcDAF-12 act 1.9, PLC-beta3 inh -7, DAX1 inh-1 0.0, ADAM17 inh -2, sPLA2-III inh 0, ADAM10 inh 8 and DAX1 inh-2 0.7.
CC(NCCN(C)C)C1CCC2C3CCc4cc(O)ccc4C3CCC12C (centres undefined) was read as ssDAF-12 act -1.4, GAA850 FXN act -2.3, PLCg1 inh 5, hgDAF-12 ag -1.8, hcDAF-12 act -0.9, PLC-beta3 inh -1, DAX1 inh-1 -0.3, ADAM17 inh -4, sPLA2-III inh -13, ADAM10 inh -17 and DAX1 inh-2 0.4.
Screening CCOC(=O)N1CCN(c2nc(C)c3c(n2)CCCC3=O)CC1 returned ssDAF-12 act -2.1, GAA850 FXN act 4.1, PLCg1 inh -1, hgDAF-12 ag 2.0, hcDAF-12 act 0.2, PLC-beta3 inh 0, DAX1 inh-1 0.3, ADAM17 inh -4, sPLA2-III inh 2, ADAM10 inh -17 and DAX1 inh-2 -0.1.
For O=C(NNc1nc2ccccc2s1)C1CC1 the results were ssDAF-12 act 0.7, GAA850 FXN act -0.9, PLCg1 inh -2, hgDAF-12 ag 1.1, hcDAF-12 act 3.0, PLC-beta3 inh 2, DAX1 inh-1 0.5, ADAM17 inh -3, sPLA2-III inh -3, ADAM10 inh -2 and DAX1 inh-2 0.1.
C=CCc1ccc(OCCCCOc2ccc(C(=O)O)cc2)c(OC)c1 was read as ssDAF-12 act 3.8*, GAA850 FXN act 5.2, PLCg1 inh 0, hgDAF-12 ag 2.5, hcDAF-12 act -1.9, PLC-beta3 inh 0, ADAM17 inh 2, sPLA2-III inh -4, ADAM10 inh -1 and DAX1 inh-2 0.2.
`Cc1ccc(Cn2c(C)c3cnn(CC(=O)NCCN4CCOCC4)c(=O)c3c2C)cc1` gave ssDAF-12 act -1.6, GAA850 FXN act 0.2, PLCg1 inh -2, hgDAF-12 ag 0.8, hcDAF-12 act -1.5, PLC-beta3 inh -3, DAX1 inh-1 0.7, ADAM17 inh -6, sPLA2-III inh 5, ADAM10 inh -16 and DAX1 inh-2 0.3.
For CCC1(C)CC(C#N)(C#N)C(=O)NC1=O (centres undefined) the results were ssDAF-12 act -1.6, PLCg1 inh -1, hgDAF-12 ag 1.4, hcDAF-12 act -1.6, PLC-beta3 inh 2, ADAM17 inh -5, sPLA2-III inh 7, ADAM10 inh -13 and DAX1 inh-2 -0.7.
For Cc1nnc2sc(-c3ccc(N(C)C)cc3)nn2c1=O the results were ssDAF-12 act 0.2, GAA850 FXN act 3.0, PLCg1 inh -70, hgDAF-12 ag 12*, hcDAF-12 act 3.6, PLC-beta3 inh -98, DAX1 inh-1 2.4, ADAM17 inh -39, sPLA2-III inh 1, ADAM10 inh -79 and DAX1 inh-2 1.5.
Cc1c(C)n(CCCN(C)C)c2ncnc(NC3CCCCC3)c12 was read as ssDAF-12 act -0.8, GAA850 FXN act 1.4, PLCg1 inh -2, hgDAF-12 ag -1.3, hcDAF-12 act -1.7, PLC-beta3 inh -11, DAX1 inh-1 -0.2, ADAM17 inh -2, sPLA2-III inh -11, ADAM10 inh 3 and DAX1 inh-2 0.1.
For COc1ccc(C(O)(C(=O)NNc2ccc(C)cc2)c2cccs2)cc1 (centres undefined) the results were ssDAF-12 act -1.3, GAA850 FXN act -1.0, PLCg1 inh 1, hgDAF-12 ag -2.2, hcDAF-12 act -1.5, PLC-beta3 inh 1, DAX1 inh-1 -0.3, ADAM17 inh 2, sPLA2-III inh -3, ADAM10 inh 4 and DAX1 inh-2 -0.2.
For Cc1occc1C(=O)N1CCCC(Nc2ccc(F)c(F)c2)C1 (centres undefined) the results were ssDAF-12 act -0.8, GAA850 FXN act 2.5, PLCg1 inh 0, hgDAF-12 ag -0.5, hcDAF-12 act -1.0, PLC-beta3 inh -6, DAX1 inh-1 1.0, ADAM17 inh -3, sPLA2-III inh 3, ADAM10 inh -4 and DAX1 inh-2 -1.3.
`COc1cc(C(=O)N[C@H](C(=O)Nc2nnc(C3CC3)s2)C(C)C)cc(OC)c1OC` gave ssDAF-12 act -1.4, GAA850 FXN act -0.1, PLCg1 inh 1, hgDAF-12 ag -3.1, hcDAF-12 act -0.5, PLC-beta3 inh -5, DAX1 inh-1 -1.1, ADAM17 inh -3, sPLA2-III inh -1, ADAM10 inh 4 and DAX1 inh-2 0.1.
CCC(=O)N1CC2(CC(c3cccc([N+](=O)[O-])c3)=NO2)C[C@H]1C(=O)NCC(N)=O (some centres undefined) was read as ssDAF-12 act -1.0, GAA850 FXN act -1.6, PLCg1 inh 0, hgDAF-12 ag -1.0, hcDAF-12 act -0.5, PLC-beta3 inh 2, DAX1 inh-1 2.8, ADAM17 inh -2, sPLA2-III inh 6, ADAM10 inh -6 and DAX1 inh-2 0.1.
`C=CCn1c(SCc2ccc(C#N)cc2)nnc1-c1ccccc1` gave ssDAF-12 act -2.0, GAA850 FXN act 0.4, PLCg1 inh 0, hgDAF-12 ag -2.0, hcDAF-12 act -1.9, PLC-beta3 inh 5, DAX1 inh-1 -0.6, ADAM17 inh 1, sPLA2-III inh 4, ADAM10 inh 0 and DAX1 inh-2 -1.2.

Screens as filed in PubChem BioAssay.
